Screens (PubChem BioAssay)
MEX-5 binding = MEX-5 zinc finger RNA-binding disruptors – biochemical, C. elegans, fluorescence polarization, MLPCN library, primary screen; Zinc finger protein mex-5 (Caenorhabditis elegans), Q9XUB2; hit rate 0.38% among 300,000; MEX-5/FITC-TCR2 RNA binding; active compounds read low; activity score (negative = inhibition of binding), % at 10 µM;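 active = inhibition past about -25% in most replicates, and total fluorescence under double the plate's negative control median, limit read from the data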;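 note: 0% = DMSO and -100% = 5 µM competing unlabeled TCR2 RNA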
EBNA-1 inhibitor = EBNA-1 DNA-binding inhibitors, primary screen, biochemical, fluorescence polarization. inhibition, % at 14.8 µM. hit rate 0.34% among 300,000; in the data active = inhibition above about 28%
MCL1-BIM inh = inhibitors of MCL1 binding to BIM-BH3, primary screen, biochemical, fluorescence polarization; Induced myeloid leukemia cell differentiation protein Mcl-1 (Homo sapiens), Q07820; GST-MCL1 / FITC-Bim-BH3 fluorescence polarization; inhibition, % at 10.9 µM; hit rate 0.68% among 320,000;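 active = inhibition above the mean inhibition of all tested compounds plus 3 SD, set per campaign, cut at about 40% in these data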;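 note: 0% = DMSO wells and 100% = unlabeled Bim-BH3 peptide control; higher means more loss of mP so more displacement of Bim peptide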
Target sequence (Q07820 whole entry, looked up): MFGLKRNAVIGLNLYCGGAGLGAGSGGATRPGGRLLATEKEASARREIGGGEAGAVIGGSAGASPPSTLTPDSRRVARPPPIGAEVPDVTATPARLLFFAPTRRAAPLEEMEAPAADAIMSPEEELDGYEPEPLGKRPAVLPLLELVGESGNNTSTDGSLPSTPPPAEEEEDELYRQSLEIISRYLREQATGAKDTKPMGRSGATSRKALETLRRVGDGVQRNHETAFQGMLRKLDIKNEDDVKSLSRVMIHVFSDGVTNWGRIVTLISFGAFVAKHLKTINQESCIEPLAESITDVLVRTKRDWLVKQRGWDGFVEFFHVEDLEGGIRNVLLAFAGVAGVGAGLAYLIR
Fam108B counter = mouse Fam108B serine hydrolase inhibitors, primary screen, counter-screen for RBBP9 inhibitor project, biochemical, fluorescence polarization. recombinant Fam108B, FP-Rh probe fluorescence polarization. inhibition, % at 9.51 µM. hit rate 0.33% among 300,000;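 active = inhibition above the screen mean inhibition plus 3 SD, computed separately per campaign, cut at about 18% in these data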;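 note: inhibitors lower polarization as less probe binds the enzyme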
Yeast superoxide = reduction of superoxide in aged yeast, primary screen, HTS; S. cerevisiae aged cells, superoxide DHE fluorescence; active compounds read low; AID 2690, 2010; superoxide response (% of plate mean), % at 10 µM; hit rate 0.18% among 330,000;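 active = superoxide response under a set limit, about three screen SD below normal, cut at about 65% in these data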;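 note: yeast aged for seven days with compound at 30 °C before DHE staining; 100% = average MFI of all compound-treated wells on the plate with controls excluded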
BCLXL inh = inhibitors of human Bcl-xL, primary screen, biochemical, fluorescence polarization, HTS; GST-Bcl-xL / FITC-Bim BH3 peptide fluorescence polarization; AID 2129, 2009; Bcl-2-like protein 1 (Homo sapiens), Q07817; inhibition, % at 10.9 µM; hit rate 0.7% among 320,000;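 active = inhibition above the mean of all tested compounds plus 3 SD, cutoff set per campaign, cut at about 30% in these data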;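 note: 0% = DMSO wells and 100% = unlabeled Bim-BH3 peptide competitor; inhibitors lower millipolarization by displacing the labeled peptide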
ZTA counter = ZTA (EBV) inhibition in EBNA-1 counter-screen. P03206. ZTA-DNA binding, fluorescence polarization. inhibition, % at 11 µM. hit rate 0.15% among 320,000. AID 2234; in the data active = inhibition above about 33%
Target sequence (P03206 whole entry, looked up): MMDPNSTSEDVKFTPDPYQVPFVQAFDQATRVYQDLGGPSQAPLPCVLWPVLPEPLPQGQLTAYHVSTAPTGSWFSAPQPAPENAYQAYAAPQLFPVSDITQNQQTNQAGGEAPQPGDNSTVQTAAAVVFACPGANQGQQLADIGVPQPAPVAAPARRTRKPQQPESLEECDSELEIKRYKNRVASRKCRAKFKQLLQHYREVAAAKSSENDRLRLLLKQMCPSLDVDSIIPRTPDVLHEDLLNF
GLD-1 TGE inh = GLD-1/TGE RNA complex disruptors, primary screen, biochemical, fluorescence polarization; purified GLD-1 + fluorescein TGE RNA; inhibition, % at 5.96 µM; AID 2280, 2010; hit rate 0.44% among 320,000; Female germline-specific tumor suppressor gld-1 (Caenorhabditis elegans), Q17339;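 active = percent inhibition above a per-plate cutoff, the plate mean of test compounds plus 3 SD, cut at about 30% in these data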;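 note: 0% = DMSO wells with GLD-1 and probe and 100% = wells lacking GLD-1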
Target sequence (Q17339 whole entry, looked up): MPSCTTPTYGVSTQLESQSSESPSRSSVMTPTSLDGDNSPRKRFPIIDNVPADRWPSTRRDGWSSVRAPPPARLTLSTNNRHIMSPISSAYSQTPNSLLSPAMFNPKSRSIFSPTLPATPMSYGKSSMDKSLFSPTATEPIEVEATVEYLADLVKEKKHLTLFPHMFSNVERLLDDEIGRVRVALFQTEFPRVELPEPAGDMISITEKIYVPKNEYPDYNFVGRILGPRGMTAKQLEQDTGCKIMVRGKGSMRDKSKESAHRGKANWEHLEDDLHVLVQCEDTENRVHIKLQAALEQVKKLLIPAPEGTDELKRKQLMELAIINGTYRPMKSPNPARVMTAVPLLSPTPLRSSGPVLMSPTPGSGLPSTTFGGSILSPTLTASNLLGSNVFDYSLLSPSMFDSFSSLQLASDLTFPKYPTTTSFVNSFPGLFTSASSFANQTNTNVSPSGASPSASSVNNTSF
Efflux pump mplx = inhibitors of Candida efflux pumps in yeast, primary screen, S. cerevisiae, Nile Red, multiplex; AID 485275, 2010; inhibition, % at 10 µM; hit rate 0.44% among 330,000; S. cerevisiae Candida pump triplex;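 active = plate passing quality check with inhibition over a set limit, or well fluorescence over plate mean plus 4 SD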;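 note: Nile Red retained in pooled yeast measured as flow cytometry median fluorescence; 0% = buffer negative control and 100% = Enniatin B positive control; higher means more Nile Red kept so more efflux inhibition; some compounds called inactive have numbers as strong as hits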
The depositor's hits bear a star; x = no result given.

Screens in order: MEX-5 binding	EBNA-1 inhibitor	MCL1-BIM inh	Fam108B counter	Yeast superoxide	BCLXL inh	ZTA counter	GLD-1 TGE inh	Efflux pump mplx
Cc1ccc(S(=O)(=O)N2CCC(C(=O)N(C)C3CCS(=O)(=O)C3)CC2)cc1 (configuration not stated)
 : 1.3	0	-2	-2	104	2	-16	3	-0.2
CCn1c(C(=O)NCc2cccnc2)cc2sc(Cl)cc21
 : -1.2	8	-1	1	98	3	-5	2	-0.6
NNC(=O)Cn1c2ccccc2c2ccccc21
 : 1.4	0	2	-2	105	5	5	-1	0.0
CCCN(CC(=O)Nc1ccccc1C)C(=O)c1ccc(Cl)c(S(=O)(=O)N2CCCC2)c1
 : -1.7	-7	1	3	89	4	0	11	0.0
Cc1cccc(NS(=O)(=O)c2c(C)noc2C)c1
 : 1.2	2	2	0	97	6	18	-1	0.0
CC(=O)c1cccc(NC(=O)Cc2ccc3c(c2)CCCC3)c1
 : 1.4	-2	-2	4	111	-5	-22	2	0.0
Cc1ccc(S(=O)(=O)Nc2c(C)n(C)n(-c3ccccc3)c2=O)cc1C(=O)OCC(=O)N1CCCC(C)C1 (configuration not stated)
 : -2.8	7	-2	0	99	2	12	-4	-0.1
Cc1ccc(N2CC(C(=O)NC3=NCCS3)CC2=O)cc1C (configuration not stated)
 : 2.1	-3	-2	-3	99	0	-9	2	-0.2
Cc1ccc2c(C)c(C(=O)N(Cc3ccc(N(C)C)cc3)C3CCS(=O)(=O)C3)oc2c1 (configuration not stated)
 : -1.4	-8	-4	4	104	3	-2	2	0.1
COc1ccccc1NS(=O)(=O)c1cc(NC(=O)CNC(=O)c2ccc(C)s2)ccc1Cl
 : 0.2	-5	-6	-8	113	0	7	-2	-0.8
CCC(NC(=O)c1cncc(Br)c1)c1ccccc1 (configuration not stated)
 : 0.6	-2	-1	0	99	4	-16	2	0.1
COc1ccc(-c2sc3ccc(OC)cc3c2C#Cc2ccccn2)cc1
 : x	x	12	x	109	13	-2	2	1.4
O=C(NCCCc1nc2ccccc2[nH]1)c1ccc(F)cc1
 : 0.0	-2	5	-2	109	0	2	-5	0.1
CC(C)CCNC(=O)c1ccc(Cl)c(NC(=O)c2ccccc2F)c1
 : -0.4	-1	1	1	104	6	5	3	-0.1
CC(C)Oc1ccc(CCNC(=O)CC2C(=O)NCCN2C)cc1 (configuration not stated)
 : -0.5	-15	0	-6	110	2	52*	-5	0.3
CC1CCC(NC(=O)CN2CCCN(Cc3ccc(F)cc3Cl)C2=O)CC1 (configuration not stated)
 : 1.3	-8	6	0	121	1	7	-6	0.0
CCCCNc1ccccc1C(=O)OCC(=O)Nc1ccc(S(N)(=O)=O)cc1
 : 0.2	2	-11	-9	103	0	-13	8	0.0
O=C(Nc1ccc2c(c1)OCCO2)c1c[nH]c(=O)n(-c2ccc(F)c(Cl)c2)c1=O
 : -5.9	8	-2	-3	100	3	22	-1	-1.1
CC(=O)Nn1c(C)nnc1-n1nc(C)cc1C
 : 1.5	-14	6	1	111	3	21	5	0.2
Cc1nc([N+](=O)[O-])cn1CC(O)c1ccc(F)cc1 (configuration not stated)
 : -0.4	6	-1	-2	104	-2	13	15	-0.1
COc1ccc(CCNC(=O)CCn2c(=O)oc3ccccc32)cc1
 : 0.5	-2	2	-1	104	0	5	3	-0.1
CC1=C(C(=O)OC2CCCCC2)C(c2ccc(O)cc2)NC(=O)N1 (configuration not stated)
 : 0.5	1	2	0	116	3	13	0	0.0
Cc1cccc(NC2=NCC(=O)N2CCc2ccccc2)c1
 : 1.8	3	9	1	81	6	-7	-6	-0.1
COC(=O)CSc1nnc(-c2ccncc2)o1
 : 1.6	-13	-10	0	115	-2	5	2	0.2
Cc1ccccc1-c1ccc(=O)n(CC(=O)Nc2ccc(-n3cnnn3)cc2)n1
 : -2.4	-1	3	-3	101	7	14	-2	0.1
COc1ccc2nc(SCC(=O)NCc3ccc(S(N)(=O)=O)cc3)[nH]c2c1
 : -1.5	-2	0	-1	106	2	8	-1	0.0
Cc1ccc(NC(=O)c2ccc(=O)[nH]c2)cc1S(=O)(=O)N1CCCCC1
 : 1.9	5	-3	-4	71	-8	-2	3	0.0
CCN1C(=O)Nc2cccc3cccc1c23
 : 1.6	0	-11	-2	104	1	-5	6	-0.2
CC1(C)CC(O)CC(C)(C)N1CC(O)COCCOc1ccc(Br)cc1 (configuration not stated)
 : -0.7	-2	6	-1	104	8	3	6	-0.1
CSc1nnc2c(n1)OC(c1ccc(C(=O)O)cc1)N(C(C)=O)c1ccccc1-2 (configuration not stated)
 : -0.8	0	6	7	126	4	16	-1	0.0
CCOC(=O)C1CCN(C(C(=O)NC2CCCCC2)c2ccc(OC)cc2)CC1 (configuration not stated)
 : x	9	5	-1	99	0	-16	9	-0.2
COc1cccc(-c2cc(C(=O)Nc3ccn(Cc4ccc(C)cc4)n3)no2)c1
 : 0.6	-1	3	-11	110	3	11	-1	0.1
O=C(NC(=S)Nc1ccc2c(c1)OCO2)c1ccccc1
 : 1.2	-5	10	-5	94	7	5	-7	0.0
CC(SCc1ccccc1)C(=O)Nc1ccccc1-c1ccccc1 (configuration not stated)
 : 1.6	-9	-7	3	99	-4	-7	-2	0.4
Cc1cccc(-n2c(=O)[nH]c3c(C(N)=O)nc(C(C)C)nc32)c1
 : -2.2	-15	8	-6	124	4	-3	-4	-0.1
O=C(O)c1cc2c(cc1NC(=O)c1ccccc1C(F)(F)F)OCCCO2
 : 0.0	4	5	1	111	4	-4	2	0.0
O=C1CCCC2=C1C(c1cccc(O)c1)c1c(ccc3ncccc13)N2 (configuration not stated)
 : 0.7	8	-4	-1	103	3	-1	0	0.0
CCC1(CC)NC(=O)N(CC(=O)OCC(=O)NC(=O)c2ccc(Cl)cc2)C1=O
 : 1.6	5	-4	0	105	3	12	-5	-0.2
COC(=O)C1=C(C)N(CCc2ccccc2)C(=O)C1
 : x	-10	-3	-1	88	4	-4	2	0.1
CCOc1ccc(S(=O)(=O)N2CCCC(C(=O)NCc3ccccn3)C2)cc1C (configuration not stated)
 : 1.5	-9	3	-1	92	2	9	-4	-0.1
COc1cccc(CN2CCCC(C(=O)c3ccc4c(c3)OCO4)C2)c1O (configuration not stated)
 : 2.2	-12	2	2	97	5	5	7	-0.2
CN(C)C(=O)C[n+]1ccc(/C=N/O)cc1
 : -5.9	3	6	-4	96	7	-7	-5	0.1
CCOc1cc(C2NC(=S)NC(C)=C2C(=O)Nc2ccc(OC)cc2)ccc1O (configuration not stated)
 : -1.1	8	11	2	97	6	-7	5	-0.5
O=C(Nc1ccc(N2CCOCC2)cc1)C1CCCCN1S(=O)(=O)c1ccccc1 (configuration not stated)
 : 0.0	-16	2	-2	101	4	-16	1	-0.1
CC1CN(C(=O)/C=C/c2ccc3c(c2)OCO3)CC(C)O1 (configuration not stated)
 : -0.4	-2	8	-2	92	4	-9	1	0.3

Rewritten as tab-separated lines: eleven of the compounds above.
SMILES	MEX-5 binding	EBNA-1 inhibitor	MCL1-BIM inh	Fam108B counter	Yeast superoxide	BCLXL inh	ZTA counter	GLD-1 TGE inh	Efflux pump mplx
Cc1cccc(-n2c(=O)[nH]c3c(C(N)=O)nc(C(C)C)nc32)c1	-2.2	-15	8	-6	124	4	-3	-4	-0.1
O=C(O)c1cc2c(cc1NC(=O)c1ccccc1C(F)(F)F)OCCCO2	0.0	4	5	1	111	4	-4	2	0.0
O=C1CCCC2=C1C(c1cccc(O)c1)c1c(ccc3ncccc13)N2 (configuration not stated)	0.7	8	-4	-1	103	3	-1	0	0.0
CCC1(CC)NC(=O)N(CC(=O)OCC(=O)NC(=O)c2ccc(Cl)cc2)C1=O	1.6	5	-4	0	105	3	12	-5	-0.2
COC(=O)C1=C(C)N(CCc2ccccc2)C(=O)C1	x	-10	-3	-1	88	4	-4	2	0.1
CCOc1ccc(S(=O)(=O)N2CCCC(C(=O)NCc3ccccn3)C2)cc1C (configuration not stated)	1.5	-9	3	-1	92	2	9	-4	-0.1
COc1cccc(CN2CCCC(C(=O)c3ccc4c(c3)OCO4)C2)c1O (configuration not stated)	2.2	-12	2	2	97	5	5	7	-0.2
CN(C)C(=O)C[n+]1ccc(/C=N/O)cc1	-5.9	3	6	-4	96	7	-7	-5	0.1
CCOc1cc(C2NC(=S)NC(C)=C2C(=O)Nc2ccc(OC)cc2)ccc1O (configuration not stated)	-1.1	8	11	2	97	6	-7	5	-0.5
O=C(Nc1ccc(N2CCOCC2)cc1)C1CCCCN1S(=O)(=O)c1ccccc1 (configuration not stated)	0.0	-16	2	-2	101	4	-16	1	-0.1
CC1CN(C(=O)/C=C/c2ccc3c(c2)OCO3)CC(C)O1 (configuration not stated)	-0.4	-2	8	-2	92	4	-9	1	0.3

Later entries
Screens in order: MEX-5 binding	EBNA-1 inhibitor	MCL1-BIM inh	Fam108B counter	Yeast superoxide	BCLXL inh	ZTA counter	GLD-1 TGE inh	Efflux pump mplx
Cc1ccc(NC(=O)C2CCCN(S(=O)(=O)c3ccc(-n4cnnn4)cc3)C2)cc1 (configuration not stated)
 : 0.6	14	1	-1	111	0	5	4	0.0
Clc1nc2sccn2c1/C=N/n1cnc2ccccc21
 : 0.7	1	0	1	94	1	-7	2	-0.1
O=C1CN(CC(=O)N2CCCCC2)c2ccccc2O1
 : -1.4	12	5	3	110	3	8	0	-0.1
O=C(Nc1ccc(N2CCN(Cc3ccccc3)CC2)cc1)c1ccccc1[N+](=O)[O-]
 : -2.0	2	9	-1	109	2	0	-9	0.4
CCN(CC)S(=O)(=O)c1ccc(NC(=O)C(C)N(c2ccc(OC)cc2)S(C)(=O)=O)cc1 (configuration not stated)
 : 0.3	6	4	-6	80	2	-2	9	-0.1
O=C(NC(=S)Nc1ccccc1N1CCOCC1)c1sc2ccccc2c1Cl
 : 1.3	5	2	-3	107	-1	16	0	0.0
COc1ccccc1NC(=O)COc1ccc(/C=N/NS(=O)(=O)c2ccc(C)cc2)cc1
 : -1.0	-18	4	0	99	7	0	9	0.0
O=C(CSc1cn(CC(=O)N2CCCC2)c2ccccc12)NCC1CCCO1 (configuration not stated)
 : 2.5	1	-4	0	98	1	-15	3	-0.1
COc1ccc(C(=O)c2c(-c3cccc(C)c3)oc3ccc(N4CCOCC4)cc23)cn1
 : -0.6	-12	-6	0	99	-4	-1	5	-0.1
CCN(C(=O)c1cc2cccc(OC)c2oc1=O)C1CCCCC1
 : -1.8	17	-7	-5	98	-2	11	-4	-0.1
COc1ccccc1OCC(=O)NCCSCc1ccc(Cl)cc1
 : 0.5	6	11	-4	101	11	-4	-3	0.3
O=C(NCCC1=CCCCC1)C1CC(=O)N(Cc2ccccc2)C1 (configuration not stated)
 : 1.3	1	-5	2	108	0	5	-7	1.9
O=C(C[n+]1cccc(NC(=O)c2ccccc2)c1)c1ccccc1
 : 0.1	-7	7	3	95	5	-13	4	0.3
